Source: PubChem BioAssay
p97 inhibitor = human p97 ATPase inhibition. hit rate 0.42% among 220,000. inhibition, % at 8 µM. recombinant p97 ATPase, Kinase-Glo ATP luminescence, 3 h. P55072; in the data active means inhibition above about 15%;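 further: 0% = DMSO vehicle and 100% = wells lacking enzyme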
PERK inhibitor = blocks human PERK kinase; CHO PERK-DD fusion, SEAP luminescence translation reporter; inhibition, % at 5.6 µM; hit rate 0.17% among 220,000; Q9NZJ5;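 active means inhibition above the mean inhibition of all tested compounds plus 3 SD, set separately per screening campaign, cut at about 2.9% in these data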;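 further: PERK kinase domain activated by AP20187 dimerizer at 100 nM; 0% = DMSO with dimerizer and 100% = rapamycin at 8.4 µM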
FXIa inh = factor XIa (human) inhibition; hit rate 0.14% among 220,000; purified FXIa, Boc-Glu-Ala-Arg-AMC fluorogenic substrate; P03951; inhibition, % at 5 µM; AID 798;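 active means inhibition of at least 40%; inactive means inhibition below 40%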;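 further: fluorescence of freed AMC excited at 355 nm; 0% = enzyme without compound and 100% = no enzyme blank; many of its hits are not listed in these tables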
Target sequence (P03951 19-387 limits assumed): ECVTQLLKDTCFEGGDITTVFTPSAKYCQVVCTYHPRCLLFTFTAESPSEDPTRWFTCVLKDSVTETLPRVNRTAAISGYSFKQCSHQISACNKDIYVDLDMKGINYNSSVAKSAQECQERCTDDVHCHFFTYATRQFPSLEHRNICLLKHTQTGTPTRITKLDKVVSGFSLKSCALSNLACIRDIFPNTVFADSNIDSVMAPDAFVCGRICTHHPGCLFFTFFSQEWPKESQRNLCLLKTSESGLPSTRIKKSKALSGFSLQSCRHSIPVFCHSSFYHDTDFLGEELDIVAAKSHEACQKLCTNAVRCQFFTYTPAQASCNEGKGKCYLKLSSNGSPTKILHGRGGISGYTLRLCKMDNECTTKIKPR
Target sequence (P03951 388-625 limits assumed): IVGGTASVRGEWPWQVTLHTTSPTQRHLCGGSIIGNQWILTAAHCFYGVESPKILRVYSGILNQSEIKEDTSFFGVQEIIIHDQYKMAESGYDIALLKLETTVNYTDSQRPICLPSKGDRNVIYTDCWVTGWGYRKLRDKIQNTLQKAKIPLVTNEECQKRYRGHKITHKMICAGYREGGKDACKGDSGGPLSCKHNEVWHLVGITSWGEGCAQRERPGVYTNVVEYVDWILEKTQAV
Wee1 degr inh = blocks degradation of human Wee1 kinase; P30291; HeLa Luc-Wee1K328M stability, luciferase luminescence; 100% = proteasome inhibitor MG132 effect; AID 1321; reporter increase, % at 5 µM; hit rate 1.2% among 220,000;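 active means activation above the mean of all tested compounds plus 3 SD, set per screening run, cut at about 8.8% in these data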;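 further: cells exposed to compound for 20 h before luminescence read; 0% = DMSO alone and 100% = MG132 at 30 µM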
Cl transport mod = KCC2 (human) Cl- transport modulation; Q9H2X9; KCC2 cells, thallium flux FluoZin-2 fluorescence; B-score of Tl+ flux slope (higher = more flux/activation; lower = inhibition) at 10 µM; hit rate 2.2% among 190,000; AID 1456;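 active means thallium flux slope and its plate-corrected score both differing from the plate sample mean at a set confidence after two filtering rounds, in either direction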;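 further: slope of fluorescence scaled to starting intensity during 10 to 20 s after thallium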
thrombin 1536 = thrombin (human) inhibition | alpha-thrombin, Boc-VPR-AMC fluorogenic substrate cleavage | inhibition, % at 5 µM | hit rate 0.26% among 220,000 | AID 1046;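 active means inhibition at or above 40%; inactive means inhibition below 40%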;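 further: 0% = enzyme with no compound and 100% = wells without enzyme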
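signal = AMC fluorescence, 355/460 nm | material = human alpha-thrombin enzyme | control set = enzyme without compound as high, wells lacking enzyme as low | times = reaction at room temperature | read-out basis = percent inhibition scaled between no-compound controls and no-enzyme blanks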
FXIIa inh 1536 = factor XIIa (human) inhibition. P00748. purified FXIIa, Boc-QGR-AMC fluorogenic substrate, 2 h. inhibition, % at 5 µM. hit rate 0.3% among 220,000. AID 800; in the data active means inhibition above about 40%;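 further: 0% = enzyme with no compound and 100% = blank without enzyme; many of its hits are not listed in these tables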
hK5 inh = inhibitors of human kallikrein 5 | recombinant hK5, fluorogenic AMC substrate cleavage | hit rate 0.59% among 210,000 | inhibition, % at 5 µM | Q9Y337 | AID 873;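 active means inhibition of 40% or more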;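 further: 0% = enzyme controls without compound and 100% = no-enzyme blanks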
Target sequence (Q9Y337 67-293 limits assumed): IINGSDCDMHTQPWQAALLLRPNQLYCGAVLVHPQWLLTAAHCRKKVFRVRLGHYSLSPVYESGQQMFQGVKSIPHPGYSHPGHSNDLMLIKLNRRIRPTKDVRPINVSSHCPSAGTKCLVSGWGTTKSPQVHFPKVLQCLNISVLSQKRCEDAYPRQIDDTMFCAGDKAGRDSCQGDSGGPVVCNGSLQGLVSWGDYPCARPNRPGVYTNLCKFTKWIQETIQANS
Furin inh = inhibitors of human furin. P09958. purified furin, fluorogenic substrate cleavage. inhibition, % at 30 µM. hit rate 0.061% among 220,000. AID 463115; in the data active means inhibition above about 25%; further: inactives centre near -15
Active calls of the source: *; · = not tested or not shown; [ ] = remark or other dose.

SMILES	p97 inhibitor	PERK inhibitor	FXIa inh	Wee1 degr inh	Cl transport mod	thrombin 1536	FXIIa inh 1536	hK5 inh	Furin inh
O=C(CCn1c(=O)c2ccccc2n(Cc2cccc([N+](=O)[O-])c2)c1=O)N1CCc2ccccc2C1	6	1.0	-1	1	-3.1*	-4	7	-15	-2
CCOC(=O)C12CNC(=O)C(C(=O)OCC)(CNC1=O)C2	-2	-0.6	-9	-1	·	-15	12	-31	-20
O=C(c1ccccc1F)N1CCN(c2ccc([N+](=O)[O-])c(NCc3cccnc3)c2)CC1	3	0.5	7	2	-0.47	0	9	-5	14
O=S(=O)(Nc1nc2ccccc2nc1Cl)c1ccc2c(c1)OCCO2	3	0.7	2	-2	1.1	0	13	·	-28
CCOC(=O)c1c(=O)n(O)c2ccc(OC)cc2[n+]1[O-]	-2	0.5	-4	-1	0.43	-1	13	-6	-5[20 µM]
O=C(CN1CCCCC1)Nc1cccc(Br)c1	-5	-0.5	-6	-1	0.065	-6	3	-11	-5[20 µM]
CN(Cc1ccccc1)C(=O)CN(C1CCCCC1)S(C)(=O)=O	4	0.5	-5	0	-0.89	-1	3	-6	-18[20 µM]
CCCN(CCC)C(=O)CSc1nc2c(sc(=S)n2-c2ccc(OCC)cc2)c(=O)[nH]1	0	1.3	-2	-1	-2.1	5	12	-8	-15
O=C(OCN1C(=O)c2ccccc2C1=O)c1ccco1	-2	1.2	-4	-2	·	-1	-2	-23	-6
CSc1nnc(CSCc2ccc(Cl)cc2Cl)n1-c1ccccc1	-5	-1.0	-3	5	-0.37	-5	11	-1	-14[20 µM]
COc1cc(C(=O)Nc2nncs2)cc(OC)c1OC	7	1.4	-5	4	0.56	-2	0	-11	-21
COc1ccc(/C=C/c2nc3ccccc3n2C)cc1	-36	1.8	-2	-5	-3	2	7	7	1

Another view of part of the listing above.
| Structure | p97 inhibitor | PERK inhibitor | FXIa inh | Wee1 degr inh | Cl transport mod | thrombin 1536 | FXIIa inh 1536 | hK5 inh | Furin inh |
| --- | --- | --- | --- | --- | --- | --- | --- | --- | --- |
| COc1ccc(/C=C/c2nc3ccccc3n2C)cc1 | -36 | 1.8 | -2 | -5 | -3 | 2 | 7 | 7 | 1 |
| O=C(CN1CCCCC1)Nc1cccc(Br)c1 | -5 | -0.5 | -6 | -1 | 0.065 | -6 | 3 | -11 | -5[20 µM] |
| CCOC(=O)c1c(=O)n(O)c2ccc(OC)cc2[n+]1[O-] | -2 | 0.5 | -4 | -1 | 0.43 | -1 | 13 | -6 | -5[20 µM] |
| CSc1nnc(CSCc2ccc(Cl)cc2Cl)n1-c1ccccc1 | -5 | -1.0 | -3 | 5 | -0.37 | -5 | 11 | -1 | -14[20 µM] |
| CCOC(=O)C12CNC(=O)C(C(=O)OCC)(CNC1=O)C2 | -2 | -0.6 | -9 | -1 | · | -15 | 12 | -31 | -20 |

(list continues)
SMILES	p97 inhibitor	PERK inhibitor	FXIa inh	Wee1 degr inh	Cl transport mod	thrombin 1536	FXIIa inh 1536	hK5 inh	Furin inh
COc1cccc(C(=O)Nc2cccc(C(C)=O)c2)c1	8	0.6	8	2	0.26	-4	8	-9	-18
CC(C)OC(=O)CC(=O)CSc1nc2c(cc1C#N)CCCCC2	-1	0.1	-9	-4	-0.24	-8	-1	-4	-27[20 µM]
CC1CCN(C(=O)CCNS(=O)(=O)c2ccccc2)CC1	5	-0.1	2	1	·	2	12	-16	-22[20 µM]
COc1cc(C(=O)Nc2cc(-c3cn4cccnc4n3)ccc2C)cc(OC)c1OC	2	0.6	-6	4	-1.3	-9	0	-9	-25
Cn1c(Cn2c(=O)sc3ccccc32)nnc1SCC(=O)Nc1ccccc1F	-7	-0.9	5	6	-0.78	-1	12	-3	-7
CCOC(=O)/C(C#N)=C\c1c(OCC)n(CC)c2ccccc12	1	-0.7	-2	-1	-1.9	-5	6	-4	3
Cc1ccc(Nc2c(-c3ccco3)nc3ccccn23)cc1	4	0.0	1	-1	0.48	1	5	-13	-19
COc1ccc(N2CCN(C(C)C(=O)Nc3nnc(C)s3)CC2)cc1 (centres undefined)	2	0.6	-6	-3	0.32	-12	1	-3	-25
CCc1nnc2n1N=C(c1ccc([N+](=O)[O-])cc1)CS2	3	1.5	-5	-2	0.15	2	11	-5	-9
CCCNC(=O)c1sc2c(c1C(=O)Nc1ccccn1)CCCC2	-6	-0.8	-7	-2	-1.6	7	7	2	-12
COC(=O)c1ccc(COc2ccccc2/C=C(\C#N)C(=O)Nc2c(C)cccc2C)cc1	3	-0.5	4	0	0.12	-4	10	-8	-12
COc1ccc(C)cc1NC(=O)C(NCC1CCCO1)c1ccccc1 (centres undefined)	-4	0.3	18	0	0.66	0	19	-11	-25
CN(C(=O)CSc1nnc(-c2ccccc2)n1C)C1CCS(=O)(=O)C1 (centres undefined)	0	-0.5	11	1	0.16	6	17	7	-6
COc1ccnc(Oc2ccccc2)c1C(N)=O	2	0.8	3	-3	0.088	-1	7	·	-26
CCCCCCCc1c(O)nc(SCCN2CCOCC2)[nH]c1=O	6	0.6	-6	-3	-0.24	-10	2	-18	-25
CCCCCC(=O)Nc1cccc(C2=NOC3(C2)C[C@H](C(N)=O)N(C(=O)CC#N)C3)c1 (some centres undefined)	·	·	3	·	0.69	0	11	5	-34
CCN1CCN(/C=N/c2nc3c(s2)CCCC3)CC1	5	0.7	2	-2	·	2	7	-7	-7
Cc1ccc(N(CC(=O)NCCSc2ccccn2)S(=O)(=O)c2ccc(F)cc2)cc1	-2	-0.3	-3	-1	-4.2*	-5	7	-3	-25
COc1ccccc1NS(=O)(=O)c1cc(NC(=O)CC(C)(C)C)ccc1N1CCOCC1	2	0.4	-6	4	-1.9	-4	-1	-16	10
CC(Sc1ccc(Cl)cc1)C(=O)Nc1ccccc1-c1ccccc1 (centres undefined)	-3	-0.2	5	5	1.3	-10	14	-14	10
CC(C)(C)c1cc(CCC(=O)N2CCNCC2)c(C(C)(C)C)cc1O	-2	-0.6	-9	1	-0.058	-6	-8	5	-9[20 µM]
C=CCOC(=O)C1=C(C)NC(SCC(=O)Nc2nccs2)=C(C#N)C1c1cccs1 (centres undefined)	-8	-1.2	-2	3	0.0054	-14	-10	-2	-23[20 µM]
O=C(Nc1ccc(S(=O)(=O)N2CCCC2)cc1)c1cnccn1	6	0.6	2	-5	0.33	-4	8	4	-23
Cc1cccc(NC(=O)c2cc(=O)c3ccccc3o2)n1	2	-0.2	21	-1	-0.62	11	29	-4	-8[20 µM]
CC(=O)NC1(c2ccccc2)CCN(C(=O)N2CCOCC2)CC1	6	0.3	-12	0	·	-8	-7	-16	-20[20 µM]
O=C(CCCCC(=O)N1CCOCCOCCOCC1)OCc1ccccc1	-8	-0.1	-5	-1	-0.02	-2	10	6	-20
Cc1cccc(N(CC(=O)N/N=C/c2cc([N+](=O)[O-])ccc2Cl)S(C)(=O)=O)c1C	7	0.2	4	3	0.53	4	16	-19	-17[20 µM]
Cc1ccc(-c2nn(-c3ccccc3)cc2/C=C/C(=O)Nc2cccc(S(N)(=O)=O)c2)cc1	1	0.5	-2	0	1.2	2	0	-17	-31
CCCCOc1ccc(C(=O)N/C(=C/c2cccc([N+](=O)[O-])c2)C(=O)O)cc1	-3	0.6	1	3	-0.21	1	·	3	-24
CC(C)Nc1ccc(Nc2ccnc3cc4ccccc4cc23)cc1	29*	-1.1	0	2	-0.56	1	8	3	-11
C/C(=N\N=C(/N)SC1CC(=O)N(c2cccc(Cl)c2)C1=O)c1cccs1 (centres undefined)	2	0.2	3	2	0.15	1	15	-5	-1[20 µM]
CCOc1cccc2c1OC1(C)CC2NC(=O)N1c1ccc(OC)cc1 (centres undefined)	-13	-0.6	-5	0	·	3	14	-14	9
COC(=O)c1ccc2nc(C)c(C)nc2c1	4	1.2	-6	-2	-0.1	-5	11	2	-14
c1ccc(-c2noc(CN3CCCC(OCc4ccccn4)C3)n2)cc1 (centres undefined)	1	0.7	3	-3	0.9	-3	13	1	-24
COc1ccc(C2=NOC3(CC(=O)N(c4ccc5ccccc5c4)C3=O)C2)c(OC)c1 (centres undefined)	-4	-0.4	-10	0	0.83	0	-10	6	-16[20 µM]
Cc1ccc(/C=C2\SC(=S)N(C3CCS(=O)(=O)C3)C2=O)cc1 (centres undefined)	-2	0.2	4	1	0.52	6	9	6	-11
COc1ccccc1-c1nc2n(n1)C(c1ccc(Cl)cc1)C(C(N)=O)=C(C)N2 (centres undefined)	3	0.3	3	7	-0.05	0	11	4	-25[20 µM]
COc1ccc(OCCSc2ncn[nH]2)cc1	-4	0.2	6	0	0.24	-4	13	0	-14[20 µM]
CC1=NN(c2ccccc2)C(=O)/C1=C\c1cc(C)n(-c2cccnc2)c1C	-3	-1.5	2	-2	1.4	-3	0	-1	-3
CCOC(=O)/C=c1\s/c(=C\c2ccc(C)cc2)c(=O)n1CC(=O)NCc1ccco1	7	0.8	6	0	-0.31	-4	6	-12	-2
CN(CC(=O)N1CCc2ccccc2C1)S(=O)(=O)c1ccc2c(c1)c(=O)n(C)c(=O)n2C	8	0.6	6	-1	-1	3	13	-6	-28
C=CCOc1ccc(CNc2ccc(NC(=O)CC(C)C)cc2)cc1OC	1	0.1	-1	-1	-0.28	-4	8	-10	-14
O=C(COc1ccc2ccccc2c1)NCCn1ccc2ccccc21	-2	1.1	3	-1	·	-3	13	-1	-25
CCC(C)Nc1nc(Cl)nc(N(C#N)CN2C(=O)c3ccccc3S2(=O)=O)n1 (centres undefined)	7	0.4	-6	-1	-1.8	-5	-3	-8	-8
COc1ccc(C(CNC(=O)c2ccc(OCC3CCCO3)cc2)N2CCOCC2)cc1 (centres undefined)	8	-1.0	-3	-2	1.1	-6	10	9	-2[20 µM]
CN1C(=O)C(O)(c2sc(N)nc2-c2ccccc2)c2ccccc21 (centres undefined)	8	0.9	-2	1	1.8	13	-3	56*	-12
COc1ccc(O[C@@H]2O[C@H](COC(C)=O)[C@@H](OC(C)=O)[C@H](OC(C)=O)[C@H]2NC(C)=O)cc1	-4	0.9	-9	7	2.2	-10	-4	-19	-13
CN(C)Cc1c(O)ccc2c(-c3ccccc3)cc(=O)oc12	-1	-0.1	0	4	0.95	-10	3	7	-10
Cc1ccc(CC(=O)N2CCN(C(=O)c3ccco3)CC2)cc1	5	-0.2	-6	2	·	-1	4	-4	-21
O=C(c1ccc(N2CCNCC2)cc1)c1cccnc1	0	0.0	-5	0	-0.069	-8	1	-16	-7[20 µM]
COc1cccc(CN2CCN(C(=O)c3cccs3)CC2)c1OC	-2	0.1	4	3	-0.13	6	16	3	-21
C=CCSc1nc(NC)c2sccc2n1	4	0.7	-1	-2	-0.65	4	18	0	-2
CCOc1ccc(NC(=O)Nc2ccc(Br)cn2)cc1	4	1.0	3	-1	1.2	4	15	·	-21
Cc1nn(-c2ccc(F)cc2)c(Cl)c1/C=N/NC(=O)c1ccc(O)cc1	-2	-0.4	-4	2	-1.7	-9	4	-1	-23
NS(=O)(=O)c1ccc(NC(=S)Nc2ccc(Br)c(Cl)c2)cc1	-3	-0.1	3	0	0.56	-6	13	13	-3
CCCCNC(=O)/C(C#N)=c1\s/c(=C\c2ccccc2OC(F)F)c(=O)n1CCCOC	2	1.0	3	4	-1.4	-7	12	2	-25
Cc1csc(NC(=O)Cn2cnnn2)n1	5	-0.1	-1	-1	·	-6	2	-12	-19
Cc1ccc(S(=O)(=O)CCSc2n[nH]c(=O)n2-c2ccccc2)cc1	5	0.4	3	2	-0.23	-2	10	-1	-22
C=CCNC(=S)NNC(=O)c1cc(C)nc2ccccc12	-5	1.4	4	-3	·	1	12	-19	-9
O=C(O)c1ccc(Oc2cccc([N+](=O)[O-])c2)cc1C(=O)O	8	1.5	-5	2	0.27	-6	-3	5	-14
